SENP1 inh: SENP1 (human) catalytic domain inhibition; Q9P0U3; recombinant SENP1 catalytic domain, CyPet-SUMO1-YPet FRET cleavage; inhibition, % at 10 µM; 0.21% of 360,000 active; AID 624204;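 active means inhibition at least 30% at 10 µM, raw YFP signal under a set limit, fluorescence ratio 0.5 to 1.5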;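 further: 0% = enzyme with DMSO and 100% = no enzyme wells; some results filed as inactive read as strong as hits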
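Test system: human SENP1 catalytic domain; medium: Tris pH 8 buffer plus EDTA, NaCl, BME, BSA, NP40, catalase; incubation: 50 min reaction at room temperature; technique: FRET, CFP and YFP emission; controls: no-enzyme low control and enzyme-plus-DMSO high control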
HKDC1 inh: HKDC1 (human) hexokinase inhibition; recombinant HKDC1, G6PDH/diaphorase resazurin coupled fluorescence; inhibition, % at 20 µM; 0.16% of 340,000 active;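 active means inhibition above about 35% when tested at 20 µM, limit read from the data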;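 further: plate controls were DMSO wells with enzyme for no effect and DMSO wells lacking enzyme for full effect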
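Material: recombinant HKDC1 hexokinase; Amount: HKDC1 at 5 µg/mL; Medium: Tris pH 8.0 buffer with MgCl2, Tween-20, BSA, BME; Schedule: 90 min reaction incubation at room temperature, dark; Technique: coupled resazurin fluorescence, excitation 525 nm, emission 613 nm.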
beta cell repl: inducers of beta-cell replication in MIN6 cells | MIN6 cells proliferation, ATPlite luminescence, 48 h; cells starved in 0.2% serum; 100% = growth in 10% serum | proliferation, % at 10 µM | 0.29% of 330,000 active;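 active means compounds whose signal lies at least 3.5 SD above the mean of all wells on their plate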;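 further: 0% = DMSO-treated cells in low-serum medium and 100% = 10% serum control; some compounds called inactive have numbers as strong as hits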
PfGluPho inh: PfG6PD (Plasmodium falciparum) enzyme inhibition. inhibition, % at 20 µM. PfGluPho enzyme, NADPH resazurin-diaphorase fluorescence. 0.78% of 350,000 active. AID 504690;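 active means inhibition reaching at least a set limit at 20 µM in the primary screen, cut at about 59% in these data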;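 further: 0% = DMSO wells with substrate and 100% = DMSO wells lacking glucose-6-phosphate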
UBC13 inh: blocks human UBC13 polyubiquitin chain formation. P61088. 0.47% of 330,000 active. inhibition, % at 20 µM. TR-FRET. AID 485273; in the data active means inhibition above about 45%, passing the limit was not always enough
Target sequence (P61088 whole entry, looked up): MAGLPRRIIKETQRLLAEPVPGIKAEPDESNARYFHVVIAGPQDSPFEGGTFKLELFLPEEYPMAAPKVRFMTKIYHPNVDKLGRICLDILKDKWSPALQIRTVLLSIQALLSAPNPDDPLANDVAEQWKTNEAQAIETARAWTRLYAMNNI
SENP8 block-1: inhibitors of human SENP8 protease | recombinant SENP8, Nedd8 substrate fluorescence | 0.64% of 360,000 active | AID 602440 | inhibition, % at 20 µM; in the data active means inhibition mostly above about 40%, no sharp cut-off; inactive means mostly below about 27%
SENP6 inh: blocks the human protease SENP6. Recombinant SENP6 catalytic domain, aminoluciferin luminescence. AID 2599. 1.8% of 330,000 active. Q9GZR1. inhibition, % at 10 µM;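 active means inhibition above about 50% at the single tested dose, limit read from the data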;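 further: plate controls were DMSO wells with enzyme for no effect and DMSO wells lacking enzyme for full effect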
Target sequence (Q9GZR1 628-1112 limits assumed): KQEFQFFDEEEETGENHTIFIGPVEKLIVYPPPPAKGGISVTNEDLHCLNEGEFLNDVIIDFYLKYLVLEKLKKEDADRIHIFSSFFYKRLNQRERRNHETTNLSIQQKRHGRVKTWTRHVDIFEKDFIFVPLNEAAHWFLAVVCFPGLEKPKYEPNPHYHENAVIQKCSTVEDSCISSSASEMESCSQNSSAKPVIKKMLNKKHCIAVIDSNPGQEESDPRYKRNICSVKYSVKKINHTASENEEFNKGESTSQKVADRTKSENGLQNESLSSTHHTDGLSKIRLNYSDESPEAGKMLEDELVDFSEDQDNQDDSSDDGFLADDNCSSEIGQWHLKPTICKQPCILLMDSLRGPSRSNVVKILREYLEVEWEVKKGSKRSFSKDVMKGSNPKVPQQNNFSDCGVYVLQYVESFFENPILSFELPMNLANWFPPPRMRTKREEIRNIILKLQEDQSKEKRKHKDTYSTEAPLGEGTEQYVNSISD
SENP7 block: blocks the human protease SENP7; Q9BQF6; recombinant SENP7, Z-RLRGG-aminoluciferin luminescence, 40 min; inhibition, % at 5 µM; 1.5% of 330,000 active;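 active means inhibition above about 50% at the single test dose, limit read from the data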;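 further: plate controls were DMSO with enzyme for no effect and no enzyme buffer wells for full effect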
Target sequence (Q9BQF6 706-1050 limits assumed): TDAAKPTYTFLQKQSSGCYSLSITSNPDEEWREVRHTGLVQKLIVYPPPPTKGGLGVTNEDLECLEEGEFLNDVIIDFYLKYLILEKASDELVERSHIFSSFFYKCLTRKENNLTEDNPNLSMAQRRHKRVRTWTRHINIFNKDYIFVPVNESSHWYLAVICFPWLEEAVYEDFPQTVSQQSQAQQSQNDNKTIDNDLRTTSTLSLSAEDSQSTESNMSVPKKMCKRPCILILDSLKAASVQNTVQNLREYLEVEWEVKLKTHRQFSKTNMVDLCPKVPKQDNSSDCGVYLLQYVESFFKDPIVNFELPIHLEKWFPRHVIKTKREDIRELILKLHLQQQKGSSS
SENP8 block-2: inhibitors of human SENP8 protease; Q96LD8; purified SENP8, Z-RLRGG-aminoluciferin cleavage, luminescence; inhibition, % at 10 µM; 1.2% of 330,000 active; AID 2540; in the data active means inhibition above about 50%
* = called active by the depositor; · = no result given.

(1) Cc1ccccc1C(=O)Nc1ccc(S(=O)(=O)Nc2onc(C)c2C)cc1
(2) Cc1sc2ncn(CC(=O)NCCCC(=O)N3CCCCC3)c(=O)c2c1C
(3) Cc1nc(S/C(=C\c2ccc(OCc3ccccc3Cl)cc2)C(=O)O)n[nH]1
(4) CCn1c(-c2cccc(S(=O)(=O)N3CCCC3)c2)n[nH]c1=S
(5) CCCOc1ccc(C(=O)NCc2ccco2)cc1
(6) CCOC(=O)C1(CCc2ccccc2)CCN(C(=O)CCn2cncn2)CC1
screen / no.,1,2,3,4,5,6
SENP1 inh,2,-1,-1,4,1,-1
HKDC1 inh,-4,4,4,-4,-3,-9
beta cell repl,-1,2,-5,-3,-3,0
PfGluPho inh,-24,-6,-28,20,2,8
UBC13 inh,17,2,-29,1,-12,3
SENP8 block-1,24,11,-14,4,5,1
SENP6 inh,2,-26,-3,-3,-16,3
SENP7 block,3,11,8,6,-5,-6
SENP8 block-2,3,5,-3,-5,-16,-4

Given with tabs: four of the compounds above
nr	SMILES	SENP1 inh	HKDC1 inh	beta cell repl	PfGluPho inh	UBC13 inh	SENP8 block-1	SENP6 inh	SENP7 block	SENP8 block-2
1	Cc1ccccc1C(=O)Nc1ccc(S(=O)(=O)Nc2onc(C)c2C)cc1	2	-4	-1	-24	17	24	2	3	3
2	Cc1sc2ncn(CC(=O)NCCCC(=O)N3CCCCC3)c(=O)c2c1C	-1	4	2	-6	2	11	-26	11	5
3	Cc1nc(S/C(=C\c2ccc(OCc3ccccc3Cl)cc2)C(=O)O)n[nH]1	-1	4	-5	-28	-29	-14	-3	8	-3
4	CCn1c(-c2cccc(S(=O)(=O)N3CCCC3)c2)n[nH]c1=S	4	-4	-3	20	1	4	-3	6	-5

(continued)
(7) CCN1CCN(c2ccc(NC(=O)c3ccc4c(c3)OCO4)cc2)CC1
(8) CCCC(=O)Nc1ccc(C(=O)O)cc1NC(=O)CCC
(9) O=C(CSc1nc2ccccc2c(=O)n1CC1CCCCC1)N1CCOCC1
(10) O=C(Nc1nccs1)C1CCN(S(=O)(=O)c2ccc(Cl)c(C(F)(F)F)c2)CC1
(11) CCNc1nc(NCC)n2c(SCC(=O)Nc3ccccc3OC(F)F)nnc2n1
(12) COc1ccc(/C=C/C(=O)OCC(=O)NCc2ccccc2)cc1OC
screen / no.,7,8,9,10,11,12
SENP1 inh,1,1,2,1,-1,-1
HKDC1 inh,1,-1,2,-11,-3,-4
beta cell repl,0,0,-1,-4,-2,-1
PfGluPho inh,1,9,11,-6,3,-1
UBC13 inh,-1,-3,-5,2,4,0
SENP8 block-1,11,19,19,16,2,-334
SENP6 inh,-16,-10,-2,-5,-11,-2
SENP7 block,-4,2,-6,-4,4,-11
SENP8 block-2,-21,-5,-7,-4,-5,-8

(13) CSc1nc(N)nc2c1ncn2CC(=O)N[C@H](CO)Cc1c[nH]c2ccccc12
(14) CCN(Cc1ccccc1)S(=O)(=O)c1ccc(C(=O)N(CCCN(C)C)c2nc3cc(OC)ccc3s2)cc1
(15) CN(c1ccccc1C(=O)N1CCN(c2cccc(Cl)c2)CC1)S(C)(=O)=O
(16) Cc1cccc(NC(=O)c2cc3ccccc3nc2C)c1
(17) COCCOC(=O)C1=C(C)NC(=O)N(C(C)=O)C1c1ccc(Cl)cc1 (stereo not drawn)
(18) Cn1c(SCC(=O)Nc2ccccc2[N+](=O)[O-])nnc1C(F)(F)F
screen / no.,13,14,15,16,17,18
SENP1 inh,-1,1,-1,6,1,1
HKDC1 inh,-7,-1,-7,-3,-9,-1
beta cell repl,0,-8,0,-1,-2,-1
PfGluPho inh,19,11,-1,7,5,7
UBC13 inh,4,39,4,1,-3,0
SENP8 block-1,-27,13,15,7,12,36
SENP6 inh,5,-2,-1,7,-3,0
SENP7 block,-1,-1,-1,2,0,-12
SENP8 block-2,8,-4,2,2,0,2

Some of these compounds in order of the SENP1 inh value, lowest first.
| no. | Molecule | SENP1 inh | HKDC1 inh | PfGluPho inh | UBC13 inh | SENP8 block-1 | SENP6 inh | SENP7 block |
| --- | --- | --- | --- | --- | --- | --- | --- | --- |
| 13 | CSc1nc(N)nc2c1ncn2CC(=O)N[C@H](CO)Cc1c[nH]c2ccccc12 | -1 | -7 | 19 | 4 | -27 | 5 | -1 |
| 18 | Cn1c(SCC(=O)Nc2ccccc2[N+](=O)[O-])nnc1C(F)(F)F | 1 | -1 | 7 | 0 | 36 | 0 | -12 |
| 16 | Cc1cccc(NC(=O)c2cc3ccccc3nc2C)c1 | 6 | -3 | 7 | 1 | 7 | 7 | 2 |

More compounds follow:
(19) OCC[C@@H]1C[C@@H](O)[C@H](O)[C@@]2(CCCO2)O1
(20) Cc1ccccc1-n1c(SC(C)C(=O)N2CCN(C)CC2)nc2ccccc2c1=O (stereo not drawn)
(21) COc1ccccc1NC(=S)NC1CCCC1
(22) CN(C)c1nc(OCCNC(=O)Nc2ccccc2)nc(N2CCCCC2)n1
(23) CCC(C)[C@H](NC(=O)OC(C)(C)C)c1nnc(SCc2c(C)[nH]c(=O)[nH]c2=O)o1 (stereo partly drawn)
(24) CC(NC(=O)C1CCCN1S(=O)(=O)c1ccc2c(c1)n(C)c(=O)c(=O)n2C)c1ccccc1 (stereo not drawn)
screen / no.,19,20,21,22,23,24
SENP1 inh,3,-1,1,3,2,-27
HKDC1 inh,1,-2,-4,0,-10,-4
beta cell repl,0,0,4,-3,2,0
PfGluPho inh,-11,-4,-14,-8,7,-4
UBC13 inh,3,4,-14,-7,4,-1
SENP8 block-1,22,10,13,5,20,-89
SENP6 inh,8,-23,-9,-3,-9,-1
SENP7 block,-2,-9,11,-8,0,0
SENP8 block-2,-4,-16,-6,-4,-1,-2

(25) CCOc1ccc(NC2=NCC(=O)N2Cc2cccs2)cc1
(26) O=C(CCCCCn1c(=S)[nH]c2cc3c(cc2c1=O)OCO3)N1CCN(c2ccccc2)CC1
(27) O=C(O)CSc1c2ccccc2cc2ccccc12
(28) O=c1cc(C(F)(F)F)[nH]c2ccc(OC(F)(F)F)cc12
(29) CC(=O)c1c(C(C)=O)c(C)n(C(c2ccccc2)c2ccccc2)c1C
(30) Cc1ccccc1NC(=O)OCc1cccnc1Sc1ccc(Cl)cc1
screen / no.,25,26,27,28,29,30
SENP1 inh,1,-1,20,-1,3,2
HKDC1 inh,-3,-1,-1,-2,-1,-1
beta cell repl,2,-1,-4,-4,1,-2
PfGluPho inh,-15,-18,8,55,-12,18
UBC13 inh,0,-2,12,-5,3,4
SENP8 block-1,11,-9,-325,-181,12,14
SENP6 inh,-19,-4,15,-14,-20,5
SENP7 block,7,7,4,9,2,2
SENP8 block-2,-4,6,14,-15,4,-2

(31) O=C(O)c1ccc(NCc2ccc(Br)cc2)cc1
(32) Clc1ccc(SCc2cc(-c3ccccc3)on2)cc1
(33) Cc1cccc(C(=O)NCCCN2CCCC2=O)c1
(34) COc1ccc(C2=NS(=O)(=O)N(C)C(C(=O)NC(C)c3ccccc3)=C2)cc1OC (stereo not drawn)
(35) CSc1nnc(-c2cc[n+](C)cc2)n1CCO
(36) COc1c2c(nc3occc13)C(CC=C(C)C)(OC)C(=O)C=C2 (stereo not drawn)
screen / no.,31,32,33,34,35,36
SENP1 inh,1,0,0,-5,2,2
HKDC1 inh,3,0,-5,-9,-11,3
beta cell repl,-2,1,-1,-2,0,2
PfGluPho inh,-25,23,3,12,-2,-13
UBC13 inh,-7,2,2,4,-2,-6
SENP8 block-1,6,13,19,-148,10,6
SENP6 inh,5,-3,-20,-12,-1,21
SENP7 block,3,-8,3,-17,1,0
SENP8 block-2,-6,-19,-7,-10,6,9

Copied from above, 2 compounds:
(35) CSc1nnc(-c2cc[n+](C)cc2)n1CCO
(36) COc1c2c(nc3occc13)C(CC=C(C)C)(OC)C(=O)C=C2 (stereo not drawn)
screen / no.,35,36
SENP1 inh,2,2
HKDC1 inh,-11,3
beta cell repl,0,2
PfGluPho inh,-2,-13
UBC13 inh,-2,-6
SENP8 block-1,10,6
SENP6 inh,-1,21
SENP7 block,1,0
SENP8 block-2,6,9

(cont.)
(37) O=C(c1cccc(Cl)c1)N1CCN(c2ncccn2)CC1
(38) CC(=O)c1ccc(NC(=S)N2CCCC2)cc1
(39) O=C(CCCn1nnnc1CN1CCOCC1)N1CCC(c2ccccc2Cl)C1 (stereo not drawn)
(40) CC(OC(=O)C1CC1)C(=O)Nc1ncc(Cl)cc1Cl (stereo not drawn)
(41) CC(C)n1c(C(O)c2ccc3c(c2)OCO3)nc2ccccc21 (stereo not drawn)
(42) CC(C)(C)OC(=O)N1CCC2(CC1)Oc1ccc(F)cc1C(=O)C21CC(c2ccc(Cl)cc2)=NO1 (stereo not drawn)
screen / no.,37,38,39,40,41,42
SENP1 inh,0,1,2,0,1,·
HKDC1 inh,3,-4,-2,-5,-7,·
beta cell repl,4,-2,-1,-3,-2,-6
PfGluPho inh,-4,-11,3,9,-6,·
UBC13 inh,0,-4,-2,2,0,8
SENP8 block-1,-16,-3,-4,-5,6,·
SENP6 inh,0,9,9,12,-4,6
SENP7 block,-4,2,8,-8,6,1
SENP8 block-2,0,7,0,3,0,3

(43) CC(C)C1N(C(=O)CN2CCCCC2)CCN1S(=O)(=O)c1ccccc1 (stereo not drawn)
(44) CCOc1ccc(C(C)NC(=O)C2CCCC2)cc1 (stereo not drawn)
(45) COC(=O)C(C)Sc1nc2c(c(=O)[nH]c(=O)n2C)n1CCC(C)C (stereo not drawn)
(46) CC(C)CCOc1ccc(C(=O)N2CCCC2C(=O)O)cc1 (stereo not drawn)
(47) COCCC(=O)N1CCC(Oc2ccc(C(=O)N3CCCC(OC)C3)cc2)CC1 (stereo not drawn)
(48) CC(C)N1CCN(Cc2ccccc2-c2ccco2)CC1CCO (stereo not drawn)
(49) Cc1noc(C)c1CSCC(=O)OCc1nc2ccccc2c(=O)n1CC#N
(50) COC(=O)c1ccccc1NC(=O)CSc1[nH]c(=O)cc(C)c1C#N
(51) CC(c1ccccc1)C1NC(C(=O)O)CS1 (stereo not drawn)
screen / no.,43,44,45,46,47,48,49,50,51
SENP1 inh,-1,1,-1,1,3,-10,-18,-3,3
HKDC1 inh,1,-6,2,-1,1,2,5,0,-8
beta cell repl,-1,3,-1,2,-2,2,0,-2,-4
PfGluPho inh,14,7,-2,-10,-7,-4,-5,-13,8
UBC13 inh,7,2,-3,1,5,4,4,-5,1
SENP8 block-1,11,7,23,11,-10,1,-14,-12,12
SENP6 inh,-3,5,-12,-9,1,-1,11,-13,16
SENP7 block,5,6,10,-5,-6,0,1,4,5
SENP8 block-2,5,1,0,-14,7,3,6,4,-4

Random draw from the library. Share with any hit: about 4%.
